# High-throughput results from PubChem.
# RGS12 GoLoco inh = qHTS Assay for Inhibitors of RGS12 GoLoco Motif Activity (Red Fluorophore) | Gai1:RGS12 GoLoco peptide FP, rhodamine, 10 min | Potency, µM (series often up to 61.6 µM), inactives show top-dose activity, negative = inhibition, hits mostly inhibitors | Guanine nucleotide-binding protein G(i) subunit alpha-1 (Homo sapiens), P63096 | 230,000 compounds, 0.44% hits; active = well fitted inhibition curve with a large enough effect, not every such curve was filed as active; inactive = no such curve, though single readings can be large or run the other way; also: % is scaled to controls: 0 for no effect and ±100 for the full control effect; nearly all actives have a fitted effect of over 30% in size; many of its hits are not listed in these tables
# Target sequence (P63096 whole entry, looked up): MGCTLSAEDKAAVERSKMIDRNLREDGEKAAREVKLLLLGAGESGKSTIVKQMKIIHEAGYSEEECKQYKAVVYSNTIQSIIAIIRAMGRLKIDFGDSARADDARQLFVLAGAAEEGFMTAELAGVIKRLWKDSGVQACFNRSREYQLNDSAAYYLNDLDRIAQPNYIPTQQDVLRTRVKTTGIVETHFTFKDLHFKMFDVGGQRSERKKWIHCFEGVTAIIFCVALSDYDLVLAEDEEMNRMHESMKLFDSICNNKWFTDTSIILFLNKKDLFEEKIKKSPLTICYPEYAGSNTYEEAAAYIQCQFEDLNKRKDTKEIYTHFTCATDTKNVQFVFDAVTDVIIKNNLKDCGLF
# aGlu spleen mod = qHTS Assay for Inhibitors and Activators of Human alpha-Glucosidase From Spleen Homogenate; Lysosomal alpha-glucosidase (Homo sapiens), P10253; human spleen homogenate, 4-MU-alpha-glucoside fluorescence; Potency, µM (series often up to 79.9 µM), for the others: at the top dose activity change, negative = inhibition, most hits filed as inhibitors; 240,000 compounds, 0.006% hits; AID 2112, 2009;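 also: 0% = enzyme with vehicle and -100% = no enzyme basal signal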
#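 Human spleen homogenate (1 ug) with 4-methylumbelliferyl-alpha-D-glucopyranoside (1 mM final) in 50 mM citrate/phosphate pH 5.0, 0.01% Tween-20; 40 min at 37 C. Stopped at pH 10; 4-MU fluorescence Ex 365/Em 440 nm; AC50 by Hill fit.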
# IMPase Li cell = qHTS Assay for Identifying the Cell-Membrane Permeable IMPase Inhibitors: Potentiation with Lithium; CHO-M1 cells, IP1 TR-FRET (IP-One), carbachol + lithium; Potency, µM (highest dose often 59.4 µM), for inactives: at the top dose activity, negative = IMPase inhibition, actives largely listed as inhibitors; 210,000 compounds, 0.35% hits; AID 1457, 2008;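 also: IP1 builds up when IMPase is blocked and the TR-FRET signal falls; plate controls were basal vehicle for no effect and high inhibitor control for full effect; nearly all actives have a fitted effect of over 50% in size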
#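 Concentration–response in CHO-M1 cells, lithium-potentiated; 30 min at 37C. IP1 detected by competitive TR-FRET after 10 min lysis at RT. Hill-fitted AC50.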
# HTT cytoprotect = qHTS Multiplex Assay to Identify Dual Action Probes in a Cell Model of Huntington: Cytoprotection (ATP); PC12 HTT-Q103 induced, cytoprotection, ATP luminescence, 40 h; AID 1471, 2008; Potency, µM (doses to about 56.4 µM), for inactives: cytoprotection (ATP increase), usual class: activators; 230,000 compounds, 0.14% hits;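 also: % of control where 0% means no effect; nearly all actives have a fitted effect of over 45% in size; toxic huntingtin expression switched on by the ecdysone agonist tebufenozide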
#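 Readout: ATPlite luminescence (ATP level). Model: stable PC12, inducible Htt exon1 Q103-GFP. Inducer: tebufenozide, 100 nM final. Compounds: dose series. No G418 in medium.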
# GAA inhib = qHTS Assay for Inhibitors of Human alpha-Glucosidase as a Potential Chaperone Treatment of Pompe Disease; Potency, µM (highest dose often 76.9 µM), for inactives: at the highest dose activity change, negative = inhibition, hits mostly inhibitors; AID 1466, 2008; 200,000 compounds, 0.005% hits; Lysosomal alpha-glucosidase (Homo sapiens), P10253; purified human GAA, 4-MU-alpha-glucoside fluorescence;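 also: plate controls were uninhibited enzyme wells for no effect and no-enzyme background for full effect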
#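 AC50 values come from Hill fits of compound titrations (up to 77 uM) against 4 nM human enzyme. Substrate 4-methylumbelliferyl-alpha-D-pyranoside at 400 uM, pH 5.0 citrate buffer, 20 min room temperature; fluorescence Ex 365/Em 440 after alkaline stop.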
# HttQ103 aggreg = qHTS Multiplex Assay to Identify Dual Action Probes in a Cell Model of Huntington: Aggregate Formation (GFP) | Potency, µM (highest dose often 46.1 µM), for inactives: at the highest dose activity change, negative = inhibition, most hits filed as inhibitors | 220,000 compounds, 1.1% hits | PC12 HttQ103-GFP aggregates, Acumen cytometry, 40 h | AID 1688, 2009; also: % is scaled to controls: 0 for no effect and ±100 for the full control effect; nearly all actives have a fitted effect of over 60% in size
#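 Compounds (qHTS titration) were added to PC12 cells expressing an ecdysone-driven HTT exon 1 Q103–GFP fusion after induction with 100 nM tebufenozide. Aggregate formation was measured as GFP objects in cell lysates.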
# GAA glycogen mod = qHTS Assay for Inhibitors and Activators of Human alpha-Glucosidase Cleavage of Glycogen | Lysosomal alpha-glucosidase (Homo sapiens), P10253 | recombinant GAA, glycogen substrate, Amplex Red glucose oxidase fluorescence | Potency, µM (series often up to 76.4 µM), inactives show at the top dose activity change, negative = inhibition, most hits filed as inhibitors | 300,000 compounds, 0.38% hits;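 also: 0% = full enzyme reaction and -100% = no-enzyme basal signal; the screen sought inhibitors and activators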
#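 Recombinant enzyme (4 nM final) with compounds titrated up to 77 uM and bovine liver glycogen (30 ug) in citrate pH 5.0, 0.01% Tween-20, 37 C 40 min. Released glucose detected by Amplex Red/glucose oxidase (Ex 573/Em 610); AC50 from Hill fits.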
# Starred values were filed as active, the others as inactive; ? = inconclusive; / = not tested or not shown; [ ] = dose if it differs, or a comment. Unless noted, calls follow the shape of the dose curve; as a rule, active = well fitted curve in the direction sought with a large enough effect; inconclusive = small, poorly fitted or top-dose-only effect, or another doubt; inactive = no such curve, though single readings can be large; an effect the other way counts as inactive or inconclusive. Potency is read from the fitted curve at half-maximal effect. The list is partial; rates above refer to the full screens.
No.	smiles	RGS12 GoLoco inh	aGlu spleen mod	IMPase Li cell	HTT cytoprotect
1	O=C(Nc1ccccc1-c1ccccc1)c1ccc(Cl)c([N+](=O)[O-])c1	-5%	2%	11%	19%[10 µM]
2	Cc1nn(Cc2cccc(C(=O)NCC(C)C)c2)c(C)c1Br	-6%	-21%	-2%	24%[10 µM]
3	C=CCN(CC=C)C(=O)c1cc2ccccc2c(=O)o1	6%	-4%	-5%	/
4	C/C(=N\NC(=O)CC#N)c1cc2ccccc2oc1=O	-7%	2%	-8%	?
5	CCC(=NCCc1ccc(OC)c(OC)c1)C1=C(O)CC(C)(C)CC1=O	4%	/	-14%	-33%[inhibitor]
6	NNC(=O)c1sc2cc(C(F)(F)F)cnc2c1-c1cccs1	1%	2%	4%	-6%[10 µM]
7	CC1(C)Cc2c(sc3c2c(=O)n(-c2ccc(Cl)cc2)c(=O)n3CC(N)=O)CO1	-3%	1%	/	-8%[10 µM]
8	CCCn1nnnc1-c1cccc(Cl)c1	-2%	4%	14%[38.3 µM]	8%
9	Cc1cc(NC(=O)CSc2ncccn2)no1	3%	-6%	0%	-8%[10 µM]
10	CC(=O)c1ccc(OCC(O)CN2C(C)CCCC2C)cc1 (stereo not drawn)	3%	2%	22%[38.3 µM]	7%
11	O=C(Cc1ccc(Cl)c(Cl)c1)Nc1cccc(S(=O)(=O)N2CCOCC2)c1	-2%	-4%	-3%	/
12	c1ccc2nc3ccccc3nc2c1	10%	-1%	9%	/
13	COc1ccc(C(=O)Nc2ccc3c(c2)nc(CN2CCCC2)n3C)cc1	5%	0%	14%	-27%
14	COc1ccc(Cl)cc1NC(=O)CNc1ccccc1F	/	-4%	/	17%[10 µM]
15	CCOCC(=O)Nc1ccc([N+](=O)[O-])cc1OC	-4%	-6%	4%	-9%

No.	GAA inhib	HttQ103 aggreg	GAA glycogen mod
1	2%	2%	9%
2	-10%	-20%	5%
3	3%	14%	4%
4	5%	-7%	-16%
5	0%	-20%	-4%
6	/	-18%[9.22 µM]	?
7	-10%	-10%[9.22 µM]	4%
8	2%	3%	3%
9	1%	2%	-4%
10	?	21%	-6%
11	-9%	?	10%
12	-8%[15.4 µM]	-21%	1%
13	-1%	10%	3%
14	-11%	-19%	-8%
15	1%	-6%	-1%

# Look-ups from the results shown.
# Value for COc1ccc(C(=O)Nc2ccc3c(c2)nc(CN2CCCC2)n3C)cc1 under GAA inhib: -1%
# Value for CCOCC(=O)Nc1ccc([N+](=O)[O-])cc1OC under IMPase Li cell: 4%
# Value for C=CCN(CC=C)C(=O)c1cc2ccccc2c(=O)o1 under RGS12 GoLoco inh: 6%

# Next part:
No.	smiles	RGS12 GoLoco inh	aGlu spleen mod	IMPase Li cell	HTT cytoprotect
16	O=C(CN1CCN(CCN2C(=O)c3cccc4cccc(c34)C2=O)CC1)c1ccc(Cl)cc1	2%	2%	8%	1%[10 µM]
17	COCCNC(=O)/C(C#N)=C/c1c(N2CC(C)OC(C)C2)nc2ccccn2c1=O (stereo not drawn)	-9%	?	-1%	15%[10 µM]
18	O=S(=O)(NCc1ccccc1)c1ccc(Cl)cc1	2%	-2%	31%[activator][38.3 µM]	-38%
19	COc1ccc(Cl)cc1NC(=S)NCCCN1CCCC1=O	4%	13%	6%	/
20	COc1ccc(NC(=O)CCNC(C)=O)cc1NS(=O)(=O)c1ccc(F)cc1	12%	4%	15%[38.3 µM]	3%
21	CC(=O)c1ccc2c(c1)c1ccccc1n2CC(C)C	-5%	3%	9%[38.3 µM]	-12%
22	COC(=O)c1sc(-c2cccs2)cc1N	-4%	5%	/	-6%[10 µM]
23	CNC(=S)NNS(=O)(=O)c1ccc(OC)cc1OC	-1%	3%	11%	-34%
24	Cc1ccc(S(=O)(=O)N2CCN(C)CC2)c(C)c1	6%	-1%	25%[38.3 µM]	-3%
25	O=C(CN1C(=O)CSc2ncccc21)NCCN1CCOCC1	1%	6%	20%[38.3 µM]	-10%
26	Cc1nn(C)c(C)c1NC(=O)CSc1nc(-c2ccccc2Cl)nc2c1cnn2-c1ccccc1	-8%	-2%	-6%	-13%[10 µM]
27	Cc1ccc(/C=C/C(=O)OCC(=O)NC(C)C)o1	-3%	-5%	-1%	1%
28	CC(=O)Nc1nc(-c2ccc([N+](=O)[O-])cc2)cs1	1%	-4%	-2%	-20%
29	COCCn1c(=O)c(-c2cccc(C#N)c2)nc2cnc(N3CCOCC3)nc21	20µM*	2%	-1%	21%
30	O=C(NC1CCCCC1)C1CC=CCC1C(=O)OCC(Cl)=C(Cl)Cl (stereo not drawn)	10%	-4%	1%[38.3 µM]	-21%

No.	GAA inhib	HttQ103 aggreg	GAA glycogen mod
16	-9%	4%	10%
17	?	8%	7%
18	0%	5%[1.84 µM]	-4%
19	-10%	-7%	-11%
20	-10%	-4%	-14%
21	-10%	11%	0%
22	/	-1%[9.22 µM]	2%
23	-4%	18%	?
24	-1%	5%	7%
25	-8%	-2%	-17%
26	0%	-6%	-10%
27	1%	-10%	2%
28	6%	-16%	0%
29	/	/	/
30	-6%	12%	-3%

# Additional compounds:
No.	smiles	RGS12 GoLoco inh	aGlu spleen mod	IMPase Li cell	HTT cytoprotect
31	CCOc1nc(NCCN2CCOCC2)nc(Nc2ccc(C)cc2)n1	21%	-9%	-17%[38.3 µM]	-22%
32	COCCNC(=O)C(c1ccc(C)o1)N(CCOC)C(=O)Cn1nnc2ccccc21 (stereo not drawn)	10%	0%	5%	20%[10 µM]
33	CCn1cc(CN(C)S(=O)(=O)c2cccc([N+](=O)[O-])c2)cn1	3%	-2%	4%	-38%[inhibitor]
34	CCCCCCn1c(=O)c(C(=O)N/N=C/c2cccc(F)c2)c(O)c2ccccc21	-9%	3%	-4%	6%
35	CC(=O)N(c1ccccc1)c1nc(/C=C/C(=O)O)cs1	6%	5%	-1%	-37%[inhibitor]
36	COc1ccc(N(CC(=O)Nc2cc(OC)ccc2OC)S(=O)(=O)c2c(C)nn(C)c2C)cc1	9%	4%	48%[activator][38.3 µM]	-9%
37	O=C(Nc1ccc2nc3n(c(=O)c2c1)CCCCC3)c1ccccn1	-2%	-9%	15%	0%[10 µM]
38	CC(=O)N[C@H](Cc1ccc(O)cc1)C(=O)O	3%[14.2 µM]	/	-6%	-10%[10 µM]
39	CCC1CCCCN1c1nc(-c2ccncc2)nc2ccccc12 (stereo not drawn)	2%	1%	48%[activator][38.3 µM]	9%
40	CCc1cccc(CC)c1NC(=O)c1ccc(-n2cncn2)nc1	1%	-12%	1%	-55%[inhibitor][1.9 µM]
41	O=C(c1ccccc1-c1ccccc1)N1CCOCC1	4%	6%	18%[38.3 µM]	-3%
42	COc1ccc(-c2nnc(SCC(N)=O)n2N)cc1	5%	3%	-9%[38.3 µM]	-5%
43	N#CCn1cnc2sc(-c3ccccc3)cc2c1=O	36%[activator]	5%	5%	-47%[inhibitor]
44	CC(=O)Nc1ccc(NC(=O)COc2ccc3c(c2)CCC3)cc1	12%	/	-11%	-9%
45	CC(C)Cn1c(N)cc(=O)n(C)c1=O	8%	-1%	-1%	-8%[10 µM]

No.	GAA inhib	HttQ103 aggreg	GAA glycogen mod
31	7%	0%	0%
32	4%	21%[9.22 µM]	3%
33	-6%	-23%	6%
34	-2%	-3%	10%
35	-4%	-7%	7%
36	-4%[15.4 µM]	-3%	7%
37	7%	-24%	-10%
38	/	/	/
39	-3%	-58%	0%
40	-3%	9%[9.22 µM]	-3%
41	-3%	2%	5%
42	-2%	3%	-6%
43	1%	14%	17%
44	-12%	-7%	10%
45	3%	11%	3%

# Compounds 32–33, reprinted for reference:
No.	smiles	RGS12 GoLoco inh	aGlu spleen mod	IMPase Li cell	HTT cytoprotect
32	COCCNC(=O)C(c1ccc(C)o1)N(CCOC)C(=O)Cn1nnc2ccccc21 (stereo not drawn)	10%	0%	5%	20%[10 µM]
33	CCn1cc(CN(C)S(=O)(=O)c2cccc([N+](=O)[O-])c2)cn1	3%	-2%	4%	-38%[inhibitor]

No.	GAA inhib	HttQ103 aggreg	GAA glycogen mod
32	4%	21%[9.22 µM]	3%
33	-6%	-23%	6%

# (more compounds)
No.	smiles	RGS12 GoLoco inh	aGlu spleen mod	IMPase Li cell	HTT cytoprotect
46	COc1ccc(C2C(C#N)=C(N)Oc3n[nH]c(C)c32)cc1Cn1cc([N+](=O)[O-])cn1 (stereo not drawn)	7%	6%	-1%[38.3 µM]	-13%
47	NNC(=O)Cc1csc(-c2ccccc2)n1	2%	-4%	/	-9%[10 µM]
48	Cc1ccc(-n2nnnc2-c2cnoc2-c2cccc(F)c2)cc1	4%	-5%	14%	-15%[10 µM]
49	CC(C)(C)CC(=O)NC(=S)NCc1ccco1	14%	12%	-2%	0%
50	Cc1cc(C)n(CCN(C)Cc2nc(Cc3ccccc3F)no2)n1	25%	-3%	5%	-38%[10 µM]
51	COc1ccc(C(=O)NC(=S)Nc2ccc(CN3CCOCC3)cc2)cc1	12%	3%	/	-12%[10 µM]
52	CSc1nnc2n(Cc3ccccc3)c(=O)c3c4c(sc3n12)COC(C(C)C)C4 (stereo not drawn)	-27%	3%	15%[38.3 µM]	14%
53	CCOCCNC(=O)c1ccccc1C(=O)NCCOCC	-3%	-6%	0%[38.3 µM]	-18%

No.	GAA inhib	HttQ103 aggreg	GAA glycogen mod
46	5%	22%	-9%
47	-4%	9%[9.22 µM]	1%
48	-1%	-28%	-10%
49	-4%	-15%	-9%
50	?	?	2%
51	/	-5%[9.22 µM]	-9%
52	-4%	12%	7%
53	-1%	0%	3%

# Only aGlu spleen mod, RGS12 GoLoco inh and GAA inhib (four entries from above):
no.	mol	aGlu spleen mod	RGS12 GoLoco inh	GAA inhib
46	COc1ccc(C2C(C#N)=C(N)Oc3n[nH]c(C)c32)cc1Cn1cc([N+](=O)[O-])cn1 (stereo not drawn)	6%	7%	5%
47	NNC(=O)Cc1csc(-c2ccccc2)n1	-4%	2%	-4%
49	CC(C)(C)CC(=O)NC(=S)NCc1ccco1	12%	14%	-4%
52	CSc1nnc2n(Cc3ccccc3)c(=O)c3c4c(sc3n12)COC(C(C)C)C4 (stereo not drawn)	3%	-27%	-4%
